# 14-3-3 PPI – 14-3-3 gamma protein interaction modulation; hit rate 0.19% among 160,000; AID 422; P61981; FP, 14-3-3gamma / TMR-pS259-Raf peptide binding; inhibition, % at 40 µM; in the data active = inhibition above about 30%;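 also: 0% = protein plus tracer without compound and 100% = blank with tracer alone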
# Target sequence (P61981 whole entry, looked up): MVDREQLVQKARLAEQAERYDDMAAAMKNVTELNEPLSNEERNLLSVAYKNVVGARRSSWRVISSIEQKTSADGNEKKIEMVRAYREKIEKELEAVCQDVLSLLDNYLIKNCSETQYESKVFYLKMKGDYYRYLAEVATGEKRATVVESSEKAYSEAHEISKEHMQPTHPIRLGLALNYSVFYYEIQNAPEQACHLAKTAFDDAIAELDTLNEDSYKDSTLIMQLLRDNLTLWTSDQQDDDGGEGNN
# An asterisk follows results filed as active; & = joins results of further samples.
SMILES	14-3-3 PPI
CCOC(=O)C1C(=O)CC(O)(c2ccccc2)CC1c1ccccc1 (stereo not drawn)	-2
COc1ccccc1C1Oc2ccc(Cl)cc2C2=C1C(c1cccs1)n1ncnc1N2 (stereo not drawn)	-2
Cc1cc(C)cc(N2C(=O)C3C(c4ccccc4)OC4(C(=O)c5ccccc5C4=O)C3C2=O)c1 (stereo not drawn)	-2
COc1ccc(Cl)cc1NC(=O)CS(=O)(=O)c1cc(Br)cc2c1N(C(C)=O)CC2	-1
O=C(NCCN1CCOCC1)c1ccc(N2CCCC2=O)cc1	-1
COc1ccc(-c2cc(C(F)(F)F)n3ncc(C(=O)NCc4ccc5c(c4)OCO5)c3n2)cc1OC	-20
CCOc1ccc(S(=O)(=O)N(CC(=O)Nc2ccccc2Cl)c2ccccc2)cc1	0
CCOc1ccc(-n2c(=O)c3sccc3n(CC(=O)c3cccc([N+](=O)[O-])c3)c2=O)cc1	-3
Cc1n(CCOCCn2c(C)[n+](C)c3ccccc32)c2ccccc2[n+]1C	-16
Cc1nc2ccccc2c(=O)n1/N=C/c1ccccn1	3
CC(C)OC(=O)CNc1n[nH]c(=O)[nH]c1=O	-19
CCOC(=O)c1nnn(-c2nonc2N)c1CSc1ccc(C)cc1	1
O=C(CSc1nc2ccccc2c(=O)n1C1CC1)c1ccc(Br)cc1	-2
Cn1c(=O)c2c(nc(Br)n2Cc2ccccc2Cl)n(C)c1=O	-9
COc1ccc(C2C3=C(CC(C)(C)CC3=O)Nc3ccccc3N2C(=O)C2CC2)cc1 (stereo not drawn)	-6
N#Cc1cc2c(nc1SCC(=O)c1ccccc1)CCC2	-19
O=C(c1ccco1)N1C(=O)c2cccc3c(S(=O)(=O)N4CCCC4)ccc1c23	1
O=C(Nc1nc2c(s1)CCc1ccccc1-2)c1cccs1	0&-8
CN(C)CCCOC(=O)c1ccc(Cl)cc1Cl	13
O=C(COc1ccc2ccccc2c1)Nc1c2c(nn1-c1ccc(F)cc1)CS(=O)(=O)C2	-3
COc1ccc(N2C(C)=CS/C2=C(/C#N)c2nnc(N3CCOCC3)n2-c2ccccc2)cc1	3
CCOC(=O)C1CCN(Cc2nc(-c3ccc(C)cc3)no2)CC1	-2
O=C(O)CCC(=O)Nc1ccc(-c2cc(-c3ccccc3)c3cc(Br)ccc3n2)cc1	-8
COc1ccc(CC(=O)NCCc2ccc(S(N)(=O)=O)cc2)cc1OC	8
COc1ccc(S(=O)(=O)NC2CCCCC2)c(C)c1C	-4
CCCCCn1c(=S)[nH]c2cc(C(=O)Nc3ccccc3OC)ccc2c1=O	-6
O=C(CSCCc1ccccn1)Nc1ccccn1	-8
CCN1CCCC1CNC(=O)c1cn(C2CCCC2)c(=O)c2c1c1ccccc1n2C (stereo not drawn)	-6
Cc1cc(C)c2c(C)nn(C3CCCCC3)c2n1	1&-2
CC1=C(C)CC2C(=O)N(c3cccc4ccccc34)C(=O)C2C1 (stereo not drawn)	-1
Cc1ccc(CN2CCNC(=O)C2CC(=O)O)o1 (stereo not drawn)	4
O=C(O)Cc1ccc(NCc2ccccc2Cl)cc1	-1
CCOC(=O)Cc1csc(NC(=O)CSc2nnc(-c3ccncc3)n2Cc2ccco2)n1	3
Cc1ccc(OCC(=O)Nc2ccc(NC(=O)c3cccs3)cc2)c(C)c1	-2
CN1C(=O)c2ccccc2C(C(=O)NCCC2=CCCCC2)C1c1c[nH]c2ccccc12 (stereo not drawn)	-6
N#Cc1cccn1Cc1ccccc1Cl	-1
Cc1ccc(Nc2nc(Oc3ccc(=O)[nH]n3)nc(N(C)C)n2)cc1	4
Cc1cc(C)cc(N(CC(=O)NCc2ccc3c(c2)OCO3)C(=O)CCC(=O)Nc2ccccn2)c1	-1
Cc1ccc2c(c1)C(c1ccccc1)N(C(=O)c1ccc(S(=O)(=O)N3CCCCC3)cc1)CC(=O)N2 (stereo not drawn)	-1
CCSCCOC(=O)C1=C(C)NC2=C(C(=O)CC(c3ccccc3)C2)C1c1cccc(F)c1 (stereo not drawn)	8
CCCCN=C(C)C1=C(O)CSC1=O	-18
O=C(O)C1C2CCCCC2=C2CCCCC2C1C(=O)O (stereo not drawn)	-2
CCOc1ccc(C(=O)Nc2c(C(=O)OC)sc3ccccc23)cc1	0
CCN(CC)S(=O)(=O)c1ccc(F)c(C(=O)Nc2ccc(C)c(Cl)c2)c1	-3
Cc1[nH]c2ccccc2c1C(c1cccs1)N1CCCCC1 (stereo not drawn)	-3
COc1ccc(C2C(C(=O)N(C)C)=C(C)Nc3nc4ccccc4n32)cc1OC (stereo not drawn)	4
CC(C(=O)NCc1ccccc1)C1Sc2ccccc2N(Cc2ccccc2Cl)C1=O (stereo not drawn)	-4
COc1cc(C2C(C(=O)N3CCOCC3)=C(C)NC3=C2C(=O)CC(C)(C)C3)cc(Br)c1O (stereo not drawn)	1
CCOC(=O)CCCc1c(-[n+]2ccccc2)[nH]c2ccccc12	-17
COc1ccc(N2C(=O)CC(Sc3ncn[nH]3)C2=O)c(OC)c1 (stereo not drawn)	-1&-3

# Molecules above containing two or more sulfur atoms, in the order listed:
SMILES	14-3-3 PPI
O=C(Nc1nc2c(s1)CCc1ccccc1-2)c1cccs1	0&-8
CCOC(=O)Cc1csc(NC(=O)CSc2nnc(-c3ccncc3)n2Cc2ccco2)n1	3

# The listing picks up with the two entries that preceded the break.
SMILES	14-3-3 PPI
CCOC(=O)CCCc1c(-[n+]2ccccc2)[nH]c2ccccc12	-17
COc1ccc(N2C(=O)CC(Sc3ncn[nH]3)C2=O)c(OC)c1 (stereo not drawn)	-1&-3
CCc1nccn1S(=O)(=O)c1ccc2ccc(C)cc2c1	-8
Cc1cc(C)cc(NC(=O)CSc2nccn2-c2cccc(C)c2C)c1	-5
NC(=O)c1c(NC(=O)c2ccc(S(=O)(=O)N3CCCC3)cc2)sc2c1CCCC2	-11
O=C(CCN1CCN(Cc2ccccc2)CC1)Nc1cccc(Cl)c1	1
CN1C(=O)C2(Nc3ccccc3-c3nc4ccccc4n32)c2ccccc21 (stereo not drawn)	0
CCC1CCCCN1CCCNC(=O)C1c2ccccc2C(=O)N(C)C1c1cccs1 (stereo not drawn)	-91
Cc1sc2c(c1C)c(=O)n(-c1ccccc1)c1nnc(C)n21	4
COc1ccc(OC)c(-c2cc(C(=O)Nc3cc(C)on3)no2)c1	4&5
COc1ccc(S(=O)(=O)N2CCCN(CC(=O)Nc3cccc(C(F)(F)F)c3)CC2)cc1	-2
CC1=CCC2C(=O)N(c3ccc(C(=O)OCC(=O)c4ccc(Cl)cc4)cc3)C(=O)C2C1 (stereo not drawn)	-6
O=C(O)c1c2c(nc3ccc(S(=O)(=O)N4CCC(C(=O)N5CCCCC5)CC4)cc13)CCCC2	-5
CNC(=O)CN(c1cccc(Br)c1)S(C)(=O)=O	7
SC12CCCCC1C(c1ccccc1)C=C(c1ccccc1)S2 (stereo not drawn)	-17
CCOc1ccc(S(=O)(=O)NCc2ccco2)c2ccccc12	-8&-13
O=C(NCc1ccco1)C(Cc1ccccc1)N1C(=O)C2C3C=CC(C3)C2C1=O (stereo not drawn)	-5
CC(C)C(NC(=O)C1CCCCC1)C(=O)N1CCN(c2ccccn2)CC1 (stereo not drawn)	3
CC(NC(=O)Nc1nccs1)(C(F)(F)F)C(F)(F)F	9
CCOc1ccc(C2NC(=O)NC(C)=C2C(=O)OCc2ccc3c(c2)OCO3)cc1 (stereo not drawn)	-2
COc1cc(C2C3=C(CCCC3=O)Nc3nc(SCc4ccccc4Cl)nn32)cc(OC)c1OC (stereo not drawn)	-3
O=C(CCc1ccccc1)Nc1c(F)c(F)c(F)c(F)c1F	-2
O=C(CSCC(=O)Nc1nccs1)Nc1ccccc1	-3
C=CCOc1ccc(C2/C(=C(\O)c3ccc(F)cc3)C(=O)C(=O)N2CCCN(C)C)cc1 (stereo not drawn)	0
CCn1ncc(Br)c1C(=O)Nc1ccc(N(C)C)cc1	-55
CCCCSc1nc2c(c(=O)[nH]c(=O)n2C)n1CCCC	14
CCC(=O)N1CCN(c2ccccc2NC(=O)COc2cc(C)ccc2C(C)C)CC1	-6

# Four of the compounds above, with the structure last:
14-3-3 PPI | SMILES
0 | C=CCOc1ccc(C2/C(=C(\O)c3ccc(F)cc3)C(=O)C(=O)N2CCCN(C)C)cc1 (stereo not drawn)
-55 | CCn1ncc(Br)c1C(=O)Nc1ccc(N(C)C)cc1
14 | CCCCSc1nc2c(c(=O)[nH]c(=O)n2C)n1CCCC
-6 | CCC(=O)N1CCN(c2ccccc2NC(=O)COc2cc(C)ccc2C(C)C)CC1

# More records
SMILES	14-3-3 PPI
CC(C)c1ccc(NC(=O)c2ccc(NS(=O)(=O)c3cccs3)cc2)cc1	-15
CC(C)CCOc1ccc(C(=O)NCCC(=O)N2CCOCC2)cc1	-3
Clc1ccc(-c2csc3ncnc(N4CCN(Cc5ccc6c(c5)OCO6)CC4)c23)cc1	3
COc1ccc(S(=O)(=O)NCc2ccc(C(=O)NCc3ccc(C)cc3)cc2)cc1	-7
COc1ccc(N2CCN(C(=O)c3cnn4c(C)c(Cc5ccc(C)cc5)c(C)nc34)CC2)cc1	-6
Clc1cc(Cl)c(OCc2nc(-c3ccccn3)no2)cc1Cl	-14
COc1ccc(C2CC(C(F)(F)F)n3nc(C(=O)Nc4ccc(Cl)cc4C(F)(F)F)cc3N2)cc1 (stereo not drawn)	0
COCCCN(C(=O)c1ccco1)c1nc(-c2cc(OC)ccc2OC)cs1	-8
Cc1ccc(C)c(NC(=O)CCCCCN2C(=O)c3cccc([N+](=O)[O-])c3C2=O)c1	5
O=C(O)CCC(=O)Nc1nc(-c2ccccc2)cs1	5
Fc1cc(F)nc(NCc2ccccc2)n1	-6
COc1ccc2cc(C(=O)Nc3ccccc3)c(=Nc3ccc(C(=O)O)cc3)oc2c1	-1
S=c1[nH]nc(-c2ccccc2)n1C1C=CCCC1 (stereo not drawn)	5
COC(=O)c1cc(=O)n(Cc2cccs2)c(=NCc2cccs2)s1	6
COc1cc(C(=O)NCc2ccc3c(c2)OCO3)cc(OC)c1OC	-1
CN1CCN(C(=O)CN(c2cccc(Cl)c2)S(=O)(=O)c2ccccc2)CC1	-4
O=C(CCc1ccccc1)Nc1ccc(-c2nc3ccccc3o2)cc1	-3
CC(C)CNC(=O)NC1C(NC(=O)NCC(C)C)N(C)C(=O)N1C (stereo not drawn)	-12
CCCCOCC(O)Cn1c2ccccc2c2ccccc21 (stereo not drawn)	-1
CCC(=O)N1CCN(c2cc3c(cc2F)c(=O)c(C(=O)O)cn3CC)CC1	16
CC12CC3(C)CC(C)(C1)CC(N)(C2)C3	0
COc1ccc(-c2ccc(-c3noc(C)n3)c(OC)n2)cc1	0
CCOC(=O)C(NC(=O)Nc1cccc(C)n1)(OCC(F)(F)F)C(F)(F)F (stereo not drawn)	-2&-2
CCCCN1C(=O)CN(C2CCCC2)C(=O)C1c1ccc(C)cc1 (stereo not drawn)	1
CC(=O)C(C(C)=O)C1=CC(=O)C(=O)c2ccccc21	-24
O=c1c2ccccc2nc(SCc2cn3ccsc3n2)n1-c1ccccc1	2
Cc1ccc(-n2ncc3c(Nc4ccc(F)cc4)ncnc32)c(C)c1	-9
N#Cc1cn(Cc2ccccc2)nn1	0
CCOc1ccc(C(=O)Nc2ccc(Cl)c(-c3nc4ccccc4o3)c2)cc1[N+](=O)[O-]	-67
Cc1cc(S(=O)(=O)N2CCN(Cc3ccccc3)CC2)ccc1Br	-1
O=C(C1CCC(Cn2c(=S)[nH]c3ccccc3c2=O)CC1)N1CCN(c2cccc(C(F)(F)F)c2)CC1 (stereo not drawn)	-2
CCCCOC(=O)CSc1nc(N)c(C#N)c(-c2ccc(OCC)cc2)c1C#N	1
CCc1ccc(NC(=O)CSC2=Nc3ccccc3C3=NC(CC(C)C)C(=O)N23)cc1 (stereo not drawn)	2
CC(C)C(NS(=O)(=O)c1cccc2nsnc12)C(=O)N1CCc2ccccc2C1 (stereo not drawn)	2
C=CCn1c(-c2ccccc2OC)n[nH]c1=S	-1
CC(=O)Nc1c(C(=O)O)oc2ccc(Br)cc12	-17
CC(C)C(NS(=O)(=O)c1ccccc1)C(=O)O (stereo not drawn)	0
COc1cc(OC)c(Nc2nc(C)nc3sc(C)c(C)c23)cc1Cl	0
COc1ccccc1Cn1nnc2c(=O)[nH]c(C3CCN(C(=O)c4ccc(C)cc4)CC3)nc21	0
COc1ccc(CCNC(=O)C2(C)CCC(=O)N2Cc2ccc3c(c2)OCO3)cc1OC (stereo not drawn)	-4&-4
c1ccc(OCCOc2ncnc3sccc23)cc1	-17
CCCn1c(=O)c(C(=O)NCc2ccncc2)c(O)c2ccccc21	-5&-14
CC(C)(C)c1ccccc1OCC(O)CN1CCN(c2ccccc2)CC1 (stereo not drawn)	-1
CCC(=O)Nc1ccc2c(c1)C(=O)c1ccccc1C2=O	-23
COc1ccc(Br)cc1C(=O)Nc1cc2c(ccc3ccccc32)oc1=O	4
O=C(O)c1ccc2c(c1)C1C=CCC1C(c1cccc(Cl)c1)N2 (stereo not drawn)	-207
COc1ccccc1OCc1ccc(C(=O)NC(C)(C)C)o1	-1

# Exported with values ahead of the structure: part of the list above
14-3-3 PPI	Molecule
-9	Cc1ccc(-n2ncc3c(Nc4ccc(F)cc4)ncnc32)c(C)c1
0	N#Cc1cn(Cc2ccccc2)nn1
-67	CCOc1ccc(C(=O)Nc2ccc(Cl)c(-c3nc4ccccc4o3)c2)cc1[N+](=O)[O-]
-1	Cc1cc(S(=O)(=O)N2CCN(Cc3ccccc3)CC2)ccc1Br

# From PubChem

# Some of the compounds tested, so the mix of outcomes need not match the whole.
